# AmpC det inh: inhibitors of E. coli AmpC beta-lactamase with detergent; hit rate 0.09% among 71,000; purified AmpC, nitrocefin hydrolysis with detergent; P00811; AID 584; Potency, µM (highest dose often 28.7 µM), inactives show at the highest dose activity change, negative = inhibition; active = well fitted curve in the direction sought with a large enough effect
# Target sequence (P00811 whole entry, looked up): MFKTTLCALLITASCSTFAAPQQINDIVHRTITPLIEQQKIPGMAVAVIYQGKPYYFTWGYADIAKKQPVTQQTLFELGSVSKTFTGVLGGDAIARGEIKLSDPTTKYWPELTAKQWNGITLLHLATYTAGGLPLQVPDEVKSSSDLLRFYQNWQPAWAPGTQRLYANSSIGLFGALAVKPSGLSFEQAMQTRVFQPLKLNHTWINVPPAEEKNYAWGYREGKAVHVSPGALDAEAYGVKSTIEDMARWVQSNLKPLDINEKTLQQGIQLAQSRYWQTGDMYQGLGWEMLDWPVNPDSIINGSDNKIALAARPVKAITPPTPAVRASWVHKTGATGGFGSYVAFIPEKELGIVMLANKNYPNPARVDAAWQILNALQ
#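 E. coli AmpC (5.3 nM) in 20 mM phosphate pH 7.0 with 0.01% Triton X-100, preincubated 15 min RT with compound; nitrocefin (2 uL of 800 uM stock) hydrolysis followed by 480 nm absorbance every 20 s over 4 min.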
# Starred values were filed as active, the others as inactive; [ ] = remark or other dose. % is set by controls: 0 for no effect and ±100 for the full control effect; potency is the fitted concentration of half-maximal effect.
# The first 7 records as a preview:
SMILES,AmpC det inh
COc1ccc(N2CCN(C(=O)CSc3ccccc3)CC2)cc1,-1%
COc1ccc(OC)c(NC(=O)CSc2nc(N)c(-c3ccccc3)c(=O)[nH]2)c1,-4%
Cc1ccc2[nH]c(=O)c(CN(CC3CCCO3)S(=O)(=O)c3cccc4nsnc34)cc2c1 (centres undefined),1%
Cc1nnc2sc(-c3cccc(NC(=O)c4ccc(-c5cccc(Cl)c5)o4)c3)nn12,-3%
O=S(=O)(O)c1ccc(N=Nc2ccc3c(S(=O)(=O)O)cccc3c2O)c2ccccc12,-4%[5.75 µM]
C=CCn1c(Cc2cccs2)nnc1SCC(=O)Nc1ccc(OC)c(OC)c1,-1%
O=C(COC(=O)c1cccs1)c1ccccc1,1%

# This part in full, from the start:
SMILES,AmpC det inh
COc1ccc(N2CCN(C(=O)CSc3ccccc3)CC2)cc1,-1%
COc1ccc(OC)c(NC(=O)CSc2nc(N)c(-c3ccccc3)c(=O)[nH]2)c1,-4%
Cc1ccc2[nH]c(=O)c(CN(CC3CCCO3)S(=O)(=O)c3cccc4nsnc34)cc2c1 (centres undefined),1%
Cc1nnc2sc(-c3cccc(NC(=O)c4ccc(-c5cccc(Cl)c5)o4)c3)nn12,-3%
O=S(=O)(O)c1ccc(N=Nc2ccc3c(S(=O)(=O)O)cccc3c2O)c2ccccc12,-4%[5.75 µM]
C=CCn1c(Cc2cccs2)nnc1SCC(=O)Nc1ccc(OC)c(OC)c1,-1%
O=C(COC(=O)c1cccs1)c1ccccc1,1%
N[C@@H](CCP(=O)(O)O)C(=O)O,-3%[5.75 µM]
Cc1ccc2c(c1)C1CN(C)CCC1N2CC(=O)N(C)c1ccccc1 (centres undefined),-3%
CCCCCC1=C2CNC(CCC)(C(=O)OC)C=C2C(C)C1=O (centres undefined),-2%
Nc1nc(-c2ccccc2)cs1,7%
CN(CCCNC(=O)C1CCN(S(=O)(=O)c2cccc3nsnc23)CC1)Cc1ccccc1,1%
COc1ccccc1Oc1ccccc1C(=O)O,5%
COCCN1C(=O)C(=O)/C(=C(/O)c2cccc(OC)c2)C1c1ccc(C)o1 (centres undefined),-5%
O=C(NCc1ccc2c(c1)OCO2)c1ccc(NC(=O)C2CCCO2)cc1 (centres undefined),-4%
NC(=O)c1cc2ccc(O)cc2oc1=NCc1ccccc1,26%
COc1ccc(CCNC(=O)c2cc3ccccn3n2)c(OC)c1OC,10%
CC12CCC(C(=O)NCCCn3ccnc3)(OC1=O)C2(C)C (centres undefined),0%
COC(=O)C1CCN(S(C)(=O)=O)CC1,-5%
Nc1nc(N)c(CCCCc2ccccc2)c(N)n1,-4%[5.75 µM]
Cc1ccc(OCC(O)CN2CCN(CC(O)COC(C)C)CC2)c(C(C)(C)C)c1 (centres undefined),-1%
CN(C)[C@@H]1C(=O)C(C(N)=O)=C(O)[C@]2(O)C(=O)C3=C(O)c4c(O)cccc4[C@@](C)(O)[C@@H]3C[C@@H]12,-3%
CCn1cc(C(=O)N=c2sc3ccccc3n2C)c(=O)c2ccc(C)nc21,0%
O=C(C1CCC(C(=O)N2CCCC2)CC1)N1CCCC1 (centres undefined),-3%
O=C(CSc1ncnc2c1oc1ccccc12)c1cccs1,-4%
O=C(COC(=O)CSc1nnc(-c2ccc(Cl)cc2)o1)NCc1ccc2c(c1)OCO2,14%
COc1cc(OC)cc(C(=O)NCCSCc2ccco2)c1,-3%
CCOc1ccc2nc(N3CCCN(C(=O)Nc4ccccc4C)CC3)c(C#N)cc2c1,10%
Cc1ccc(SCCNC(=O)C(CO)(CO)CO)cc1,8%
CSC1=N/C(=C\c2ccccc2F)C(=O)S1,7%
CCN1CCN(CCNC(=O)c2ccc(CS(=O)(=O)c3ccccc3C)o2)CC1,-2%
O=C(NCc1ccc(F)cc1)C1CCN(S(=O)(=O)N2CCC3(CC2)OCCO3)CC1,-4%
NCCSC(c1ccccc1)c1ccccc1,-2%[5.75 µM]
COC(=O)[C@H]1C(=O)[C@H](C(=O)OC)[C@@H]2CC[C@H]1N2C,-4%[5.75 µM]
CC1CCCCN1C(=O)CN1C(=O)CN(C)C(=O)c2ccccc21 (centres undefined),3%
O=C(Cn1cccc1)N1CCN(C(c2ccccc2)c2ccccc2)CC1,-3%
COc1ccccc1-n1c(=O)oc2ccc(Cl)cc2c1=O,-3%
COC1=CC(=O)O[C@@H](/C=C/c2ccccc2)C1,10%
CCOc1cccc2cc(-c3nnc(NCc4ccco4)s3)c(=O)oc12,-1%
O=C(O)c1[nH]c2c([N+](=O)[O-])cc([N+](=O)[O-])cc2c1C(=O)O,-5%[5.75 µM]
O=C(Nc1ccccc1)N1CC[C@@]2(CCCN(C(=O)Oc3ccccc3)C2)C1,-1%
O=C(Cn1nnc(-c2cccc(C(F)(F)F)c2)n1)NC1CCCC1,-3%
O=C(CC(SCCO)c1ccc(F)cc1)c1ccco1 (centres undefined),-4%
O=C(Nc1c(Cl)cccc1Cl)C1CCC1,-2%
CC(C)(C)NS(=O)(=O)c1ccc2nc(NC(=O)Cc3cccs3)sc2c1,-3%
Cc1cccc(N=C(N2CCOCC2)P(=O)(N2CCOCC2)N2CCOCC2)c1,-6%
COc1cc(-c2nnc(-c3ccc(S(=O)(=O)c4ccccc4)cc3)o2)cc(OC)c1OC,-7%
Cc1nnc(-c2ccccc2)c[n+]1[O-],0%
Cc1cccc(NC(=O)CNc2cc(C)ccc2C)c1,1%
OCCNc1ncnc2nc[nH]c12,-3%[5.75 µM]
Cc1ccc(-n2nnc3c(=O)n(CC(=O)NCC4CCCO4)cnc32)cc1 (centres undefined),-4%
O=C(c1ccc(S(=O)(=O)N2CCCC2)cc1)N1CCCc2ccccc21,-2%
CCSc1nc2nc(C)cc(C)n2n1,0%
Cc1ccc2oc(=O)n(CC(=O)O)c2c1,7%
O=C(CCCCCn1c(=O)[nH]c2ccsc2c1=O)N1CCN(C2CCCCC2)CC1,7%
CS(=O)(=O)NCCSCc1c(F)cccc1Cl,-1%
O=C(O)c1cccc(N2C(=O)CSC2c2c(F)cccc2Cl)c1 (centres undefined),0%
CCCC(=O)OCC(=O)Nc1cc(C(C)(C)C)nn1-c1ccccc1,-1%
Cn1c(CN2CCCC2)nc2cc(NC(=O)COc3ccc(Cl)cc3)ccc21,-1%
CC(C)OCCCN1C(=O)c2ccccc2C1C(=O)NC1CCCCC1 (centres undefined),0%

# Remaining list, next part
SMILES,AmpC det inh
CNc1ccc2oc(C[C@@H]3O[C@@]4(CC[C@H]3C)O[C@@H]([C@@H](C)C(=O)c3ccc[nH]3)[C@@H](C)C[C@H]4C)nc2c1C(=O)O,-11%
CCOC(=O)c1c(-c2ccsc2)csc1N,-3%
CN(C(=O)c1ccc2c(=O)n3c(nc2c1)CCCCC3)c1ccccc1,0%
COc1ccccc1-n1c(SCC(=O)N2CCCCC2)nnc1-c1ccccc1O,0%
CC(=O)NCC(=O)N(c1ccccc1)C1(C(=O)NC2CCCCC2)CCCCC1,-1%
Cc1cc(OCC(=O)NCc2nc(-c3ccccc3)no2)c(C)cc1Br,-5%
CCOC(=O)CNC(=O)c1cnn2cccnc12,-3%
CCC(C)(C)NC(=O)C(c1cccn1C)N(C(=O)Cn1nnc2ccccc21)c1ccc(F)cc1 (centres undefined),10%
CN(C)Cc1ccccc1-c1cc(N(C)C)ncn1,9%
O=C(O)CCCC(=O)NCCCCc1ccccc1,-1%
O=C(Cn1c(-c2ccc(Cl)cc2)noc1=O)N1CCN(c2ccccc2F)CC1,26%
COC(=O)CSc1nc(C(C)C)nc2ccccc12,1%
COc1ccc(-c2noc(-c3ccccc3Cl)n2)cc1OC,-1%
COC(=O)CCSc1nccn1Cc1ccccc1,-2%
C[N+](C)(C)CCCSc1nc2ccccc2[nH]1,-5%[5.75 µM]
CC(=O)c1cccc(NC(=O)c2ccc(NS(C)(=O)=O)cc2)c1,-3%
COC(=O)CCC(=O)Nc1ccc(C)cc1OC(=O)CCC(=O)OC,-5%
COc1ccc(NC(=O)CSc2nnc(-c3ccccn3)n2N)cc1,-3%
CCc1ccc(-c2nc(CN3CCCC(C(=O)NCCc4ccc(OC)c(OC)c4)C3)c(C)o2)cc1 (centres undefined),-3%
COC(=O)CCCCC1SCC(NC(=O)OC)C1NC(=O)OC (centres undefined),-6%
COc1ccccc1CNC(=O)C1CCN(S(C)(=O)=O)CC1,-6%
COc1cccc(C(=O)N(Cc2ccco2)Cc2cc3cccc(C)c3[nH]c2=O)c1,5%
Cc1cccc(NC(=O)C2CCCN(C(=O)Nc3ccccc3)C2)c1C (centres undefined),2%
CN(C)c1nc(OCC(=O)NC(C)(C)C)nc(N(C)C)n1,-2%
Cc1cc(C)nc(Sc2nc(C)nc3c2oc2ccccc23)n1,-2%
CCCCNC(=O)C1c2cc(OC)c(OC)cc2C(=O)N(C)C1c1ccc(OC)cc1 (centres undefined),-3%
C/C(Cl)=C\Cn1c(NCCCn2ccnc2)nc2c1c(=O)n(C)c(=O)n2C,-1%
CN(CC(=O)NCCc1ccccc1)S(=O)(=O)c1cccs1,9%
CC1CCCCC1NC(=O)C1CCN(S(=O)(=O)N2CCC3(CC2)OCCO3)CC1 (centres undefined),1%
CN(C)CCN1C(=O)C(O)=C(C(=O)c2cc3ccccc3o2)C1c1ccc(N(C)C)cc1 (centres undefined),11%
CC(=O)C1=C(O)C(=O)N(C2CCCCC2)C1c1ccccc1 (centres undefined),-2%
CCc1nnc(NC(=O)CSc2nnc(Cc3cccn3C)n2CCOC)s1,10%
COc1ccccc1CNc1ncncc1-c1cccc(NS(C)(=O)=O)c1,11%
CC1=C(C(=O)Nc2ccccc2)C(c2ccccc2)N2C(=O)CSC2=N1 (centres undefined),5%
COc1ccccc1NC(=O)CC(=O)CSc1nnc(-c2ccc(C)cc2)n1C,5%
C[N+](C)(C)c1ncnc2c1ncn2[C@@H]1CCCCO1,-5%[5.75 µM]
CC(C)Cn1c(CN(C)Cc2ccccc2)nc2c1c(=O)n(C)c(=O)n2C,9%
CCOC(=O)N1CCC2(CC1)C(C(=O)C13CC4CC(CC(C4)C1)C3)C2(C#N)C#N (centres undefined),-1%
Oc1cccc(Cl)c1Cl,10%
COc1cc(OC)c(OC)cc1CN1CCCC(C(=O)N2CCCCC2)C1 (centres undefined),7%
CCS(=O)(=O)c1ccc2oc(SCC(=O)NCCC3=CCCCC3)nc2c1,-1%
N=c1nc(SCCC(=O)O)ss1,-7%
Cc1cccc(N2CC(C)Cn3c2nc2c3c(=O)n(CC(=O)OCc3ccccc3)c(=O)n2C)c1 (centres undefined),13%
Cc1ccc2oc(-c3ccccc3)c(O)c(=O)c2c1,-2%
CSCCC(NC(=O)C1CCC(C)CC1)C(=O)NCCN1CCOCC1 (centres undefined),6%

# The final 5 compounds of the section above lead into the next.
SMILES,AmpC det inh
CCS(=O)(=O)c1ccc2oc(SCC(=O)NCCC3=CCCCC3)nc2c1,-1%
N=c1nc(SCCC(=O)O)ss1,-7%
Cc1cccc(N2CC(C)Cn3c2nc2c3c(=O)n(CC(=O)OCc3ccccc3)c(=O)n2C)c1 (centres undefined),13%
Cc1ccc2oc(-c3ccccc3)c(O)c(=O)c2c1,-2%
CSCCC(NC(=O)C1CCC(C)CC1)C(=O)NCCN1CCOCC1 (centres undefined),6%
CNc1csc(C)c(C)c1=O,-2%
CC1(C)CC(=O)C=C(Nc2ccc(S(N)(=O)=O)cc2)C1,-9%
O=C(O)C1CSC2(c3ccc4c(c3)OCCO4)CCC(=O)N12 (centres undefined),3%
COc1ccc(C2(C(=O)Nc3ccc(C(=O)N4CCOCC4)cc3)CCOCC2)cc1,-10%
O=C(NCc1ccccc1F)C1CCN(C(=O)NCc2ccccc2)CC1,10%
COc1cc(OC)c(NC(=O)c2ccoc2C)cc1Cl,-5%
CCOC(=O)N1CCN(C(=O)CSc2nnc(Cc3cccn3C)n2CCc2ccccc2)CC1,-3%
Cc1nc2cnc(N3CCOCC3)nc2n(Cc2cccs2)c1=O,1%
CC(=O)Nc1ccc(S(=O)(=O)NCc2cn3c(C)csc3n2)cc1,-5%
COc1ccc(CNC(=O)C2CCN(S(=O)(=O)c3ccc(-c4nn[nH]n4)cc3)CC2)cc1,-3%
O=C(CSc1ncn[nH]1)NCCCc1ccccc1,-1%
COc1cc2c(C(=O)NC3CCCCCC3)cn(C)c(=O)c2cc1OC,-3%
CC1Cc2ccccc2N1Cc1nc2scc(-c3cccs3)c2c(=O)[nH]1 (centres undefined),-4%
COC(=O)CN(c1nc(C)cc(OC)n1)S(=O)(=O)c1ccc(C)cc1,-5%
Nc1cc(=O)[nH]c(SCc2nc3ccccc3n2Cc2ccccc2)n1,-1%
Cc1nc2ncnn2c(C)c1CCC(=O)N1CCN(c2ccccn2)CC1,-5%
CC(C)(C)c1ccc(NS(=O)(=O)c2ccc(N)cc2)cc1,-6%[5.75 µM]
Cc1cccc(N(CC(=O)NCc2ccc3c(c2)OCO3)C(=O)CCC(=O)Nc2ccccn2)c1,8%
COc1ccc(C2NC(=O)NC(C)=C2C(=O)Nc2cccc(C)c2C)cc1 (centres undefined),9%
Cc1ccc(C(C)C)cc1C(=O)CC1(O)C(=O)N(C)c2ccccc21 (centres undefined),-4%
CCn1c(=N)c(S(=O)(=O)c2ccc(F)cc2)cc2c(=O)n3ccccc3nc21,1%
CC1CCN(c2oc(Cc3cccc4ccccc34)nc2C#N)CC1,-3%
Clc1cccc(Cl)c1COc1ccncc1,1%
CCOc1ccc2nc(NC(=O)CSc3nc4c(c(=O)n(C)c(=O)n4C)n3C(C)C)sc2c1,30%
CC1CCN(S(=O)(=O)c2ccc(-c3nnc(SCc4cccnc4)o3)cc2)CC1,25%

# An excerpt of these results, with bars between the fields:
Structure | AmpC det inh
CC1CCN(c2oc(Cc3cccc4ccccc34)nc2C#N)CC1 | -3%
Clc1cccc(Cl)c1COc1ccncc1 | 1%

# Screens: PubChem BioAssay, National Center for Advancing Translational Sciences (NCATS)

# An excerpt; the hit share may differ from the screen's.
